# MKP-3 inhibition: MKP-3 phosphatase inhibitors, primary screen, biochemical, rat enzyme, in vitro (AID 425); recombinant MKP-3 phosphatase activity, fluorescence; higher % means a stronger effect; one-dose inhibition, % at 20 µM; IC50 in µM for titrated hits; hit rate 0.17% among 110,000; in the data active = inhibition above about 50%;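 also: plate controls were vehicle for no effect and reference inhibitor for full effect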
# Hsp70 displacement: Hsp70 inhibitors, probe displacement, primary screen, biochemical, fluorescence polarization (AID 583). Heat shock 70 kDa protein 1A (Homo sapiens). Hsp70 fluorescence polarization probe displacement, mP; higher % means a stronger effect. one-dose displacement, % at 20 µM; IC50 in µM for titrated hits. hit rate 0.06% among 140,000; in the data active = displacement above about 50%;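 also: plate controls were vehicle for no effect and reference ligand for full effect; a part of the inactive calls stands beside numbers as strong as those of hits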
# An asterisk follows results filed as active; · = not tested or not shown; & = joins results of further samples.
MKP-3 inhibition | Hsp70 displacement | molecule
3% | 3.6% | O=C(c1cnc2ccccn2c1=O)N1CCCc2ccccc21
0% | -1.3% | CCN(CC)C(NC(=O)C(C)(C)C)C(Cl)(Cl)Cl (centres undefined)
-2% | -0.5% | O=C(NCc1ccccc1)C(c1cccnc1)N(Cc1ccco1)C(=O)c1ccccn1 (centres undefined)
· | 10% | CCOc1ccc2nc(SCC(=O)NC(=O)NCc3ccco3)[nH]c2c1
4% | 0.4% | CC(OC(=O)c1cccc(NS(C)(=O)=O)c1)C(=O)Nc1ccc(N2CCOCC2)cc1 (centres undefined)
-9% | -2.9% | Cc1ccc(-c2nnc3c4ccccc4c(C)nn23)cc1S(=O)(=O)N1CCN(CCO)CC1
-7% | -4.3% | Cc1ccc(OCC(=O)O)c(-n2nc3ccccc3n2)c1
-1% | -1.0% | CCCOn1c(OCC(C)C)nc2ccccc2c1=O
-1% | · | CC1CCCCN1CCNC(=O)c1ccc2c(=O)n(CCc3ccccc3)c(=O)[nH]c2c1 (centres undefined)
· | 2.8% | COc1ccc(-n2nc(C(=O)NCC(=O)N3CCN(C)CC3)c3ccccc3c2=O)cc1OC
-1% | 1.2% | O=C(c1ccccc1)N1CCN(C2CCC(c3ccccc3)CC2)CC1 (centres undefined)
1%&-3% | 3.4%&0.9% | Cc1ccccc1-c1nc(Cc2ccccc2)no1
2% | 1.2% | O=C1C(=O)N(CC2CCCO2)C(c2ccccc2F)/C1=C(/O)c1ccccc1 (centres undefined)
· | -0.6% | C=C(C)Cc1c(C)c(C#N)c2nc3ccccc3n2c1N1CCCCC1
-6% | 3.6% | CCOc1ccc(C2(Cc3ccccc3)C(=O)c3ccccc3C2=O)cc1

# An excerpt from above in order of the Hsp70 displacement value, smallest number first.
MKP-3 inhibition | Hsp70 displacement | molecule
-1% | -1.0% | CCCOn1c(OCC(C)C)nc2ccccc2c1=O
· | -0.6% | C=C(C)Cc1c(C)c(C#N)c2nc3ccccc3n2c1N1CCCCC1
· | 10% | CCOc1ccc2nc(SCC(=O)NC(=O)NCc3ccco3)[nH]c2c1

# More results.
MKP-3 inhibition | Hsp70 displacement | molecule
· | -3.0% | O=C(NCCCO)c1nnc(Cc2c(F)cccc2Cl)o1
-11% | 2.3% | CNC(=O)CN(C#N)c1nc(N(C)C)nc(N(C)C)n1
2% | -2.7% | COc1ccc(CSc2nc3ccc(Br)cc3c(=O)n2-c2ccccc2)cc1
-5% | 7.6% | CC(=O)c1oc2ccccc2c1N
4% | -1.5% | O=C(Cn1ncn2cccc2c1=O)N1CCCCC1
2% | 2.1% | COc1ccc(C2/C(=C(\O)c3ccc(F)cc3)C(=O)C(=O)N2c2ccccn2)cc1OC (centres undefined)
· | -3.1% | Cc1cc(C)c(-c2c(O)c3cccc4c3n(c2=O)CCC4)c(C)c1
-18% | -2.8% | CN1CCN(CC(O)COCc2ccc3c(c2)OCO3)CC1 (centres undefined)
-3% | 21% | CCn1c(CSc2nnc(-c3cccnc3)n2-c2ccccc2C)nc2cc(C(=O)O)ccc21
0% | -3.5% | Oc1c(Cl)cc(Br)cc1/C=N/Nc1nc(N2CCOCC2)nc(N2CCOCC2)n1
· | -1.8% | O=S(=O)(c1ccc2c(c1)OCCO2)N1CCN(Cc2ccccc2)CC1
-9% | 2.8% | O=C(NCCN1CCOCC1)c1cccc(Cl)c1
0% | 0.7% | COc1ccc(NC(=O)Cn2nc(C(F)(F)F)c(Br)c2C)c(OC)c1
-1% | 0.9% | COc1ccc(S(=O)(=O)N(CC(=O)NCc2ccco2)Cc2ccccc2)cc1OC
1% | 0.1% | CCOC(=O)C1=C(C)NC2=C(C(=O)CC(C)(C)C2)C1c1ccc(N2CCOCC2)cc1 (centres undefined)
5% | 6.2% | COc1ccc(OC)c(-c2cc(C(=O)Nc3c(C)nn(Cc4ccc(Cl)cc4)c3C)no2)c1
-3% | -3.2% | Cn1c(CCNC(=O)c2ccco2)nc2cc(NS(=O)(=O)c3ccc(Cl)cc3)ccc21
-5% | 0.6% | CN(C)c1nc(N)nc(Nc2ccccc2C#N)n1
1% | -1.8% | Cc1ccc(S(=O)(=O)C/N=C(/NC(=S)Nn2cnnc2)c2ccccc2)cc1
0% | -4.5% | CC1CCN(CCCCOc2ccc(F)cc2)CC1
-10% | 1.4% | N#Cc1ccc(OCC(=O)N2CCN(S(=O)(=O)c3cccs3)CC2)cc1
-15% | 3.3% | CC(N=c1ccccn1C(=O)Nc1ccc(F)cc1)c1ccco1 (centres undefined)
6% | -2.3% | CCOc1ccc(OCC)c(NC(=O)C2CCCN(S(=O)(=O)c3cccs3)C2)c1 (centres undefined)
· | 0.9% | Cn1c(SCC(=O)OC2CCCCC2)nnc1-c1ccco1
-8% | -1.9% | CN1CCCCc2c1nc1c(c2N)CCCC1
-3% | 2.6% | CCOc1ccccc1NC(=O)C1CCCN(C(=O)NCc2ccccc2)C1 (centres undefined)
-6% | 3.4% | CC1CCN(c2nc3c(c(=O)[nH]c(=O)n3C)n2CCCc2ccccc2)CC1
4% | -4.0% | Cc1sc(NC(=O)/C=C\C(=O)O)nc1-c1ccccc1
-5% | -0.5% | Cc1cc(C)c(S(=O)(=O)NCC#N)c(C)c1
-1% | -2.2% | O=C(Nc1c(C(=O)N2CCCC2)cnn1-c1ccccc1)c1ccc(Br)cc1
-6% | -8.9% | COc1nc(-c2ccccc2)ccc1-c1noc(-c2ccccc2)n1
-5% | -54% | CCOC(=O)c1sc(N)c(C#N)c1COC(=O)CNC(=O)c1ccccc1
1% | 4.3% | Cc1cc(C)cc(NC(=O)Cc2ccc(Br)cc2)c1
· | 11% | CCOC(=O)N/N=C(/C)c1ccc([N+](=O)[O-])o1
0% | 3.0% | C=CCn1c(SCC(=O)Nc2ccc3c(c2)OCO3)nc2ccccc2c1=O
3% | -3.8% | CC(=O)C1=C(O)C(=O)N(CCN(C)C)C1c1ccccc1 (centres undefined)
-14% | -4.7% | Cc1ccc(C(=O)OCc2nnc(-c3ccccc3)o2)o1
6%&0% | -2.3%&-0.4% | CCN(CC)Cc1c(O)ccc2c(-c3ccccc3)cc(=O)oc12
1% | 0.0% | COc1cc(OC)cc(-c2nnc(SCC(=O)N(C(C)C)C(C)C)o2)c1
-10% | 7.1% | O=C(CN1C(=O)CCC1=O)Nc1ccc(Br)cc1
1% | 1.5% | Cc1onc(-c2c(Cl)cccc2Cl)c1C(=O)N1CCC(Cc2ccccc2)CC1
2% | 2.9% | CCc1nc(Nc2ccc(N3CCN(C(C)=O)CC3)cc2)c2oc3ccccc3c2n1
0% | -3.5% | CN(Cc1nc2ccccc2n1C)C(=O)c1cccs1
2% | 2.0% | O=[N+]([O-])c1ccc(Cl)cc1NCCOc1cccc2ccccc12
8% | -3.4% | COCCn1c(N)c(C(=O)NCc2cccs2)c2nc3ccccc3nc21
· | 6.5% | CS(=O)(=O)N(CC(=O)NC1CCCCCC1)Cc1ccc(Cl)cc1
· | 8.8% | Cc1cc(O)c(/C=N/c2ccccn2)c(=O)o1
6% | 7.0% | CCOc1ccc2[nH]c(=O)c(CN(Cc3cccs3)Cc3nnnn3C(C)(C)C)cc2c1
-9% | 7.7% | CC(=O)c1cccc(NC(=O)N2CCCC2C(=O)Nc2cc(C)ccc2C)c1 (centres undefined)
· | -1.0% | CCc1c(C(=O)Nc2ccccc2)c(C)[nH]c(=S)c1C#N
· | 3.1% | Cc1ccccc1-c1noc(-c2ccccc2F)n1
1% | 1.4% | CCN(CC)S(=O)(=O)c1csc(C(=O)NCc2ccccc2)c1
· | -2.8% | CC1CN(C(=O)Cn2c(C(F)(F)F)nc3ccccc32)CC(C)O1 (centres undefined)
· | 0.8% | COc1ccccc1C1NC(c2ccccc2OC)C(C)C(=O)C1C (centres undefined)
0% | 0.5% | C=CCNC(=O)CSc1nc2sc3c(c2c(=O)[nH]1)CCCC3
3% | -2.7% | O=C(/C=C/c1ccccc1Cl)Nc1ccccc1[N+](=O)[O-]
-2% | 1.7% | Cc1cc(C)cc(C(=O)/C=C2\NC(=O)CS2)c1
· | -3.4% | CCOC(=O)c1c(NC(=O)CSc2n[nH]c(CNc3ccccc3)n2)sc(C)c1C
-1% | -5.2% | Cc1cc(Cl)ccc1NC(=O)CN(Cc1ccccc1)S(=O)(=O)c1ccccc1
-4% | 2.7% | COc1cc2c(cc1OC)CN(C(=O)CCCN1C(=O)c3ccccc3C1=O)CC2

# Record cards, from the list above. Order of values: MKP-3 inhibition	Hsp70 displacement
# CCOC(=O)c1c(NC(=O)CSc2n[nH]c(CNc3ccccc3)n2)sc(C)c1C is entered as ·	-3.4%
# CCc1c(C(=O)Nc2ccccc2)c(C)[nH]c(=S)c1C#N is entered as ·	-1.0%

# Further structures follow.
MKP-3 inhibition | Hsp70 displacement | molecule
-6% | 4.7% | COCCNc1c(-c2ccc(O)cc2)nc2ccc(Cl)cn12
-6% | 2.5% | CCOC(=O)N1CCC(N2Cc3cccc(C(=O)Nc4ccc(OC)c(OC)c4)c3C2=O)CC1
· | -3.3% | COc1ccc(CCNC(=S)Nc2cccc(C)c2)cc1
· | 6.3% | COc1ccc2cc(CCC(C)=O)ccc2c1
3% | 0.9% | COC(=O)c1c(NC(=O)CN2CCN(c3ccccc3OC)CC2)c2c(C)cccc2n1C
-3% | 1.3% | O=C1C=C(Nc2ccccc2)C(=O)N1Cc1ccccc1
-10% | -0.3% | CCCC(=O)C1=C(O)C(C(=O)OC)C(C)(C)CC1=Nc1ccncc1 (centres undefined)
· | 3.8% | CC(C(=O)Nc1ccccc1C(=O)N1CCOCC1)N(c1ccccc1)S(C)(=O)=O (centres undefined)
3% | -1.3% | CN(C)CCCN1C(=O)C2CC3=C(CC2C1=O)C(C)(C)CCC3 (centres undefined)
· | 2.6% | COCCn1c(=NC(=O)CSCC(=O)Nc2cc(C)on2)sc2cc(C(=O)OC)ccc21
1% | -1.8% | CC(=O)c1cccc(NC(=O)c2cc3ccccn3n2)c1
4% | -6.7% | Cc1ccc(-n2c(C)cc(/C=N/NC(N)=O)c2C)cc1C
7% | 0.3% | CCc1nnc(NC(=O)C2CCCN2C(=O)Nc2ccccc2OC)s1 (centres undefined)
-2% | 4.6% | CC(/C=C/c1ccco1)=N/NC(=O)c1ccc([N+](=O)[O-])cc1
-7% | 0.5% | CCCC(=O)C1=C(N2CCCCC2)CC(C)(C)C(C(=O)OC)C1=O (centres undefined)

# 2 entries from above in another layout.
CC(/C=C/c1ccco1)=N/NC(=O)c1ccc([N+](=O)[O-])cc1
  MKP-3 inhibition: -2%
  Hsp70 displacement: 4.6%

CCCC(=O)C1=C(N2CCCCC2)CC(C)(C)C(C(=O)OC)C1=O (centres undefined)
  MKP-3 inhibition: -7%
  Hsp70 displacement: 0.5%

# The listing continues.
MKP-3 inhibition | Hsp70 displacement | molecule
-15% | -4.1% | CCCCn1c(CNC(=O)c2cccs2)nc2ccccc21
4% | 2.1% | COC(=O)c1cc2ccsc2n1CC(=O)NCC1CCCO1 (centres undefined)
· | -3.1% | Cc1ccc(O)c(C(=O)c2cc(C#N)c(=O)n(-c3c(C)n(C)n(-c4ccccc4)c3=O)c2)c1
-2%&-1% | 8.2%&4.0% | O=C(Nc1c(C(=O)N2CCOCC2)cnn1-c1ccccc1)c1ccccc1
6% | 2.3%&3.2% | CCOC(=O)c1cnn(-c2ccccc2)c1NC(=O)c1ccccc1C
5% | -2.3% | Cc1cc(C)c2c(N)c(C(=O)Nc3nccs3)sc2n1
3% | -1.3% | c1ccc2oc(SCc3cn4ccccc4n3)nc2c1
-2% | 2.9% | NC(=O)C1CCN(C(=O)c2cccc(Br)c2)CC1
· | -2.5% | COc1ccc(/C=N/Nc2ncnc3scc(-c4ccccc4)c23)cc1OC
3% | 7.4% | COc1cc(/C=C2/C(=O)NC(=S)N(c3ccccc3)C2=O)ccc1OCc1ccc([N+](=O)[O-])cc1
0% | 0.2% | CCOc1cc(C2C(C(=O)c3ccco3)=C(O)C(=O)N2CCc2ccccc2)ccc1O (centres undefined)
· | -2.7% | Cc1ccc(Cn2ccc(NC(=O)c3noc4c3CCc3ccccc3-4)n2)cc1
· | -8.4% | CCOC(=O)c1nn(-c2ccc(C)c(C)c2)c(=O)c2c(N)scc12
· | 4.5% | N#Cc1nc(Cc2ccccc2)oc1NCc1ccccc1
6% | 0.6% | O=C(CCN1C(=O)c2ccccc2C1=O)NCCC1=CCCCC1
12% | 0.7% | CCOC(=O)c1cnc(SCc2nc(N)nc(Nc3ccc(F)cc3)n2)nc1N
0% | -0.7% | NC(=O)c1ccc(N2CCOCC2)c([N+](=O)[O-])c1
3% | -1.4% | Cn1nnc(NC(=O)c2ccc(C(C)(C)C)cc2)n1
-6% | 3.5% | COc1ccc(-c2cc(C(=O)NCc3cccnc3)no2)cc1OC
1% | 5.3% | COc1ccccc1C=C1C(=O)c2ccccc2C1=O
-8% | 1.0% | CCC(C)NC(=O)COc1ccc(S(=O)(=O)N2CCOCC2)cc1 (centres undefined)
-2% | 1.6% | O=C(CCc1ccccc1)Nc1cc(Cl)cc(Cl)c1
-2% | -3.2% | CC1Cc2ccccc2N1C(=O)CCS(=O)(=O)c1cccs1 (centres undefined)
-7% | -2.6% | COc1ccc(OC)c(C2C(C(=O)Nc3ccccc3OC)=C(C)Nc3nc(CCCO)nn32)c1 (centres undefined)

# 5 records picked at random from those above, as already listed:
MKP-3 inhibition | Hsp70 displacement | molecule
-8% | 1.0% | CCC(C)NC(=O)COc1ccc(S(=O)(=O)N2CCOCC2)cc1 (centres undefined)
3% | -1.4% | Cn1nnc(NC(=O)c2ccc(C(C)(C)C)cc2)n1
-2% | -3.2% | CC1Cc2ccccc2N1C(=O)CCS(=O)(=O)c1cccs1 (centres undefined)
-2% | 1.6% | O=C(CCc1ccccc1)Nc1cc(Cl)cc(Cl)c1
-7% | -2.6% | COc1ccc(OC)c(C2C(C(=O)Nc3ccccc3OC)=C(C)Nc3nc(CCCO)nn32)c1 (centres undefined)

# An excerpt; count on the stated rates, not on these rows.
